TEAD-YAP block: TEAD-YAP interaction inhibition. HEK-TIYL cells, TEAD-Gal4/YAP UAS-luciferase luminescence. inhibition, % at 9.12 µM. 640,000 compounds, 1.4% hits; in the data active = inhibition above about 32%;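 also: 0% = median of test compound wells and 100% = reference inhibitor wells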
FBW7 act: human FBW7 E3 ligase activation, primary screen; Q969H0; AlphaScreen FBW7–phospho-cyclin E peptide binding, activator screen; normalized activity (activation), % at 26.1 µM; 650,000 compounds, 0.13% hits; AID 1259310; in the data active = normalized activity above about 1.9%;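 also: purified mutant Fbw7 with reduced substrate affinity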
Target sequence (Q969H0 whole entry, looked up): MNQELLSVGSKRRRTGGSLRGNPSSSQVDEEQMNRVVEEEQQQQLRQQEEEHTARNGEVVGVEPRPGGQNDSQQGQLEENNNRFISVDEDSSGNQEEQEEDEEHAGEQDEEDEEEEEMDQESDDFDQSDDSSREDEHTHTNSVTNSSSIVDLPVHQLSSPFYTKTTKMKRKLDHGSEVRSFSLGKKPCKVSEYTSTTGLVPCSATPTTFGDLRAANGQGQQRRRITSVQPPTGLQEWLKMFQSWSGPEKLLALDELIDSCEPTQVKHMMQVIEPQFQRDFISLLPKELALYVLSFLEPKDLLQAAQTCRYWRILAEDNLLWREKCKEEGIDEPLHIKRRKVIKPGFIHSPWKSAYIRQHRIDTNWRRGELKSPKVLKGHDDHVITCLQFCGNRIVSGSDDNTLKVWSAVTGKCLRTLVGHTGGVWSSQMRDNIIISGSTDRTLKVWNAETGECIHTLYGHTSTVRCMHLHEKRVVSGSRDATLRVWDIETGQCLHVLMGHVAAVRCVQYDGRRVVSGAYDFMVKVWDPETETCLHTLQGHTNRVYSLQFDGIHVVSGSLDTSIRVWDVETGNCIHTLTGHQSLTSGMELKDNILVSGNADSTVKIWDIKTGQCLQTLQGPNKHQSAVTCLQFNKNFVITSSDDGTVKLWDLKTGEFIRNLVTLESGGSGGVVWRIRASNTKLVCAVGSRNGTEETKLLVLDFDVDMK
GPR151 ag: activators of human GPR151; Q8TDV0; PathHunter beta-arrestin GPR151 cells, luminescence; activation, % at 11.2 µM; 650,000 compounds, 1% hits; in the data active = activation above about 4.9%;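 also: 0% = median of compound wells and 100% = cells with positive control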
Target sequence (Q8TDV0 whole entry, looked up): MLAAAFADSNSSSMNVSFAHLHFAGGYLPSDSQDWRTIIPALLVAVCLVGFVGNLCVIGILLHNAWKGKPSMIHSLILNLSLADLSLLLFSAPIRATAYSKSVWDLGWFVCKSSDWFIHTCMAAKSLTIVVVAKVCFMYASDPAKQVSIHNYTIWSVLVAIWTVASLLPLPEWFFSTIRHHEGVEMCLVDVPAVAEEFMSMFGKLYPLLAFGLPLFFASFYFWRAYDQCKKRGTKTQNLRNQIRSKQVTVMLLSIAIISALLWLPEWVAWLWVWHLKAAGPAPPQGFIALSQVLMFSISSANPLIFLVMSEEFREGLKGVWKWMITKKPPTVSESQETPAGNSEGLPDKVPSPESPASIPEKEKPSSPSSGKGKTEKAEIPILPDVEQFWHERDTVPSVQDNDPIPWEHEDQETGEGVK
MITF primary: human MITF inhibition, primary screen | O75030 | AlphaScreen MITF homodimerization, bead proximity signal | inhibition, % at 2.6 µM | 650,000 compounds, 0.91% hits; in the data active = inhibition above about 50%;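 also: 0% = vehicle wells with protein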
An asterisk follows results filed as active. The order is random; 3.5% or so of the library scored in one or more.

SMILES | TEAD-YAP block | FBW7 act | GPR151 ag | MITF primary
O=C1C2C(C(=O)N1Cc1ccc(Cl)cc1Cl)C1C=CC2C12CC2 (stereo not given) | 0 | 0.3 | 1.9 | -1
CCOC(=O)C1=C(C)N=c2s/c(=C\c3cccs3)c(=O)n2C1c1ccc(C(C)C)cc1 (stereo not given) | 0 | -0.1 | -0.6 | -11
COc1ccccc1-n1nc(C(=O)N2CCOCC2)c2ccccc2c1=O | 5 | -0.2 | -0.2 | -2
Cc1ccc(S(=O)(=O)Nc2cc3c(C(=O)OC(C)C)c(C)oc3c3ccccc23)cc1 | 3 | 0.1 | 2.4 | 3
O=C(c1cc(C(=O)C2CC2)cc(C(=O)C2CC2)c1)C1CC1 | 10 | -0.1 | 1.9 | -2
CC1(C)SC(=S)N(N)C1N(O)C(=O)Nc1ccccc1 (stereo not given) | 5 | 0.8 | 0.9 | 7
CC(C(=O)NCC1CCCO1)n1cc([N+](=O)[O-])cn1 (stereo not given) | 19 | 0.0 | 1.1 | 6
CCOC(=O)C1=C(C)N(c2ccc(C)c(C)c2)C(=O)/C1=C\c1ccc(OC)cc1OC | 1 | 0.1 | 1.7 | -5
COc1cc(Nc2nc(N3CCN(Cc4ccc5c(c4)OCO5)CC3)ncc2C)cc(OC)c1OC | 12 | -0.1 | -0.1 | 2
Cc1cc(-n2sc(Cl)c(C)c2=O)ccc1Cl | 43* | 0.0 | 0.1 | -3
CCOc1ccc(NC(=O)Cn2c(=O)c3c(OCC)c(C)cnc3n(C)c2=O)cc1 | -3 | 0.0 | -0.5 | 5
CCOC(=O)c1cccc(NC(=O)C(NS(=O)(=O)c2cccs2)c2ccccc2)c1 (stereo not given) | -5 | 0.0 | 1.8 | 4
N#Cc1ccccc1NC(=O)C(=O)NCCC1CCCCN1S(=O)(=O)c1ccccc1 (stereo not given) | 10 | -0.1 | -0.4 | 2
O=S(=O)(NC1c2cccc3cccc(c23)C1Sc1ncccn1)c1ccccc1 (stereo not given) | -3 | 0.1 | -1.0 | -10
O=C(Nc1ccccc1C(F)(F)F)C1CC(=O)N(c2ccc(F)cc2)C1 (stereo not given) | 3 | 0.1 | 1.0 | 12

Profiles as entered above. Values in the order: TEAD-YAP block, FBW7 act, GPR151 ag, MITF primary
`CCOC(=O)C1=C(C)N=c2s/c(=C\c3cccs3)c(=O)n2C1c1ccc(C(C)C)cc1` (stereo not given) in the list: 0, -0.1, -0.6, -11
`O=C1C2C(C(=O)N1Cc1ccc(Cl)cc1Cl)C1C=CC2C12CC2` (stereo not given) in the list: 0, 0.3, 1.9, -1

Sorted by number of heavy atoms (lowest first): seven of the compounds above.
SMILES | TEAD-YAP block | FBW7 act | GPR151 ag | MITF primary
Cc1cc(-n2sc(Cl)c(C)c2=O)ccc1Cl | 43* | 0.0 | 0.1 | -3
CC(C(=O)NCC1CCCO1)n1cc([N+](=O)[O-])cn1 (stereo not given) | 19 | 0.0 | 1.1 | 6
CC1(C)SC(=S)N(N)C1N(O)C(=O)Nc1ccccc1 (stereo not given) | 5 | 0.8 | 0.9 | 7
COc1ccccc1-n1nc(C(=O)N2CCOCC2)c2ccccc2c1=O | 5 | -0.2 | -0.2 | -2
O=S(=O)(NC1c2cccc3cccc(c23)C1Sc1ncccn1)c1ccccc1 (stereo not given) | -3 | 0.1 | -1.0 | -10
CCOC(=O)c1cccc(NC(=O)C(NS(=O)(=O)c2cccs2)c2ccccc2)c1 (stereo not given) | -5 | 0.0 | 1.8 | 4
CCOC(=O)C1=C(C)N(c2ccc(C)c(C)c2)C(=O)/C1=C\c1ccc(OC)cc1OC | 1 | 0.1 | 1.7 | -5

New compounds follow
SMILES | TEAD-YAP block | FBW7 act | GPR151 ag | MITF primary
CCSc1nnc(NC(=O)c2nc(S(C)(=O)=O)ncc2Cl)s1 | -8 | -0.1 | 0.7 | -1
Cc1cc(C)c(NC(=S)N(CCCN2CCCCC2)Cc2cccs2)c(C)c1 | 1 | 0.0 | -0.4 | 1
CC1CCc2cc(F)ccc2N1C(=O)C12CCC(C)(C(=O)C1)C2(C)C (stereo not given) | 8 | 0.6 | 0.5 | 17
CNS(=O)(=O)c1ccc(C(C)=O)cc1 | -33 | -0.1 | 2.2 | 6
Cc1ccc(-c2nc3nc(-c4cc(C(C)(C)C)cc5c4CCC5(C)C)cn3nc2-c2ccc(C)cc2)cc1 | -3 | -0.1 | -0.6 | -8
Cc1cc(C)c2[nH]c(=O)c(CN(CCCO)C(=O)c3ccncc3)cc2c1 | -2 | 0.1 | 0.6 | 9
COCC(=O)Nc1cnn(-c2ccc(C(=O)NCc3ccccc3Cl)cc2)c1 | 0 | -0.2 | -0.6 | -3
O=C(Nc1ccc2c(c1)OCO2)c1cccc(Nc2nccc3ccccc23)n1 | -27 | -0.1 | -0.4 | 3
CC(C)OC(=O)N(CCOC(=O)Nc1ccccc1)CCOC(=O)Nc1ccccc1 | 8 | 1.3 | -0.6 | -1
Cc1ccc(N)c(-c2nc3ccccc3[nH]c2=O)c1 | -22 | -0.4 | -0.9 | -6
CN(C)c1nc2ccccc2cc1C=O | 5 | 0.0 | 0.2 | 0
N#Cc1ccccc1OCC(=O)N1CCN(S(=O)(=O)c2ccccc2F)CC1 | -19 | -0.1 | -0.8 | 3
COc1ccc(C2=NN(C(=O)CCCC(=O)O)C(c3cccc(OC)c3OC)C2)cc1OC (stereo not given) | 4 | 0.1 | -0.4 | -4
CCOc1cc(/C=C/c2[nH]c(=O)[nH]c(=O)c2[N+](=O)[O-])cc(Cl)c1OCC(=O)OC | -1 | 0.0 | 1.4 | -46
Oc1ccc(Br)cc1C1CC(c2ccc(Cl)cc2)=NC(c2ccc(F)cc2)N1 (stereo not given) | 15 | 0.1 | 3.1 | -6
Nc1ncnc(Nc2ccccc2Cl)c1[N+](=O)[O-] | -4 | -0.1 | -0.3 | 0
S=c1nc2ccccc2c2[nH]c3ccccc3n12 | -8 | 0.0 | -1.3 | 56*
CCOC(=O)N1CCC(N(CCN(C)C)C(=S)Nc2cccc(C(F)(F)F)c2)CC1 | 1 | 0.1 | 1.0 | -7
Cc1nc2c3c(-c4ccccc4)nc(N4CCCCCC4)nc3nn2c(C)c1CCC(=O)O | -6 | 0.2 | -0.9 | -9
Cc1nnc(SCC(N)=O)n1-c1ccc(N(C)C)cc1 | -11 | 0.3 | 0.8 | 11
CC(=O)Nc1ccc(SCC(=O)OCC(=O)NC(=O)NCCC(C)C)cc1 | -6 | 0.0 | -0.4 | 3
Cn1cc(-c2ccncc2)cc(NC(=O)OCc2ccccc2)c1=O | 3 | 0.1 | -0.1 | 6
CSCCC(C(=O)Nc1ccc([N+](=O)[O-])cc1)N1C(=O)c2ccccc2C1=O (stereo not given) | -9 | 0.9 | -0.4 | 20
Cc1ccc2c(c1)nnn2C1CCN(S(=O)(=O)c2ccc(Cl)cc2)CC1 | 3 | -0.1 | 0.8 | 3
COc1ccc(C)cc1NC(=O)c1sc2nc(C)nc(N3CCC(C)CC3)c2c1C | -1 | -0.1 | 0.5 | -1
Cc1nc2c(-c3ccc(F)cc3)c(C)nn2c(C)c1CCC(=O)N1CCOCC1 | 3 | -0.2 | -0.2 | 10
Nc1cc(Cl)ccc1C(=O)OCC(=O)c1ccc[nH]1 | -35 | 0.1 | -1.3 | 8
C(=Nc1ccc2c(c1)oc1ccccc12)c1ccncc1 | -45 | 0.2 | -0.1 | -5
Cc1ccccc1S(=O)(=O)NC(=O)C(C)O (stereo not given) | -3 | 0.2 | -0.3 | -7
CC(C)N1CCc2c(sc(NC(=O)CN3C(=O)CCC3=O)c2C#N)C1 | 4 | 0.0 | 0.3 | -1

Individual results from the entries so far:
Cc1cc(C)c2[nH]c(=O)c(CN(CCCO)C(=O)c3ccncc3)cc2c1 in FBW7 act is listed with 0.1
Oc1ccc(Br)cc1C1CC(c2ccc(Cl)cc2)=NC(c2ccc(F)cc2)N1 (stereo not given) in GPR151 ag is listed with 3.1

(cont.)
SMILES | TEAD-YAP block | FBW7 act | GPR151 ag | MITF primary
COc1cc([N+](=O)[O-])ccc1-c1cc2ccccc2oc1=O | -6 | 0.0 | 1.7 | 4
CCOC(=O)c1ncn2c1C(=O)OC2(C)C | -6 | 0.1 | -0.5 | 9
Cc1c(Cl)cccc1NC(=O)COc1cc(Cl)ccc1Cl | -7 | 0.0 | -1.7 | 1
CC(CNCc1c(C(=O)O)n(Cc2ccccc2)c2ccccc12)c1ccccc1 (stereo not given) | 9 | -0.1 | 2.4 | -11
COC(=O)c1cccnc1NC(=S)NNC(=O)COc1ccccc1C | -12 | 0.0 | 0.1 | 1
CCCCNC(=O)c1cc(-c2ccccc2OC)on1 | -23 | -0.1 | 0.6 | 0
Cc1ccc(C(=O)N=Nc2c(O)[nH]c3ccc([N+](=O)[O-])cc23)cn1 | 4 | -0.1 | 1.5 | 8
CSc1nnc2c(n1)OC(c1ccc(-c3ccccc3Cl)o1)Nc1ccccc1-2 (stereo not given) | 2 | 0.0 | -0.8 | -14
O=C1CCCC2=C1C(c1ccc(O)cc1)Nc1ccc3ncccc3c12 (stereo not given) | 0 | 0.2 | 0.0 | -2
COc1ccc(NC(=O)C2=C(C)Nc3ncnn3C2c2cc(OC)c(OC)cc2OC)cc1 (stereo not given) | -2 | 0.0 | 2.1 | 8
N/C(=N\OC(=O)/C=C/c1ccccc1)c1cccnc1 | -52 | 0.0 | -0.6 | 13
O=C(NCc1n[nH]c(=O)c2ccccc12)c1cccc(Cl)c1 | -1 | -0.3 | -0.7 | 3
COc1ccccc1-n1c(SCC(=O)Nc2ccccc2F)nnc1-c1ccncc1 | 6 | 0.1 | 0.6 | -2
COc1cccc(C(=O)Nc2ccc(Cl)cc2C(=O)O)c1 | 7 | 0.1 | -3.5 | 7
COC(=O)CN1C(=O)COc2cc(S(=O)(=O)Nc3ccccc3)ccc21 | 4 | 0.0 | -0.1 | -4
CCCN(CCC)C(=O)Cc1ccc(Br)cc1 | -1 | 0.6 | 8.4* | 24
CC(C)c1c(O)nc(SCC(=O)NCC2CCCO2)[nH]c1=O (stereo not given) | 3 | 0.5 | -0.7 | -1
COc1ccc(-c2cc3nc(C)c(CCC(=O)Nc4ccc(C)cn4)c(C)n3n2)c(OC)c1 | 26 | 0.2 | -0.4 | 18
CCCCCCSc1nnc2c(n1)OC1(Nc3ccccc3-2)C(=O)Nc2ccc(F)cc21 (stereo not given) | 5 | -0.1 | -1.3 | 11
CCOc1cc(C)c(Cl)cc1S(=O)(=O)n1cc(C)nc1CC | -15 | 0.0 | -0.2 | -6
CCCCN(C)Cc1c(O)c(Cl)cc2c(C)cc(=O)oc12 | 7 | 0.8 | 0.1 | 16
O=C1C(Cl)=C(Nc2ccccc2)C(=O)N1Cc1ccccc1 | -3 | -0.1 | -0.7 | -47
CCCS(=O)(=O)N1CCCc2ccc(NS(=O)(=O)Cc3ccccc3Cl)cc21 | -11 | 0.6 | 0.5 | 20
Clc1cccc(-c2cnn3c(NCc4ccccn4)ccnc23)c1 | -51 | -0.3 | 0.1 | 8
COc1ccc2nc(SCc3ccc(Cl)c(Cl)c3)[nH]c2c1 | -29 | -0.4 | -1.0 | 9
CN(CC(=O)Nc1ccc(F)cc1)C(=O)CN1C(=O)C2CC=CCC2C1=O (stereo not given) | -4 | 0.2 | 1.4 | -14
CN(c1ccc(S(=O)(=O)N2CCCCC2)cc1[N+](=O)[O-])C1CCCCC1 | -11 | -0.5 | 3.9 | 1
CC1(C)CC(NC(=O)COc2ccc([N+](=O)[O-])cc2)CC(C)(C)N1 | 5 | -0.1 | -1.4 | -3
C=CCn1c(SCCCC)nc(O)c(CC)c1=O | 10 | 0.1 | 0.7 | 9
CC(=O)c1ccc(NCN2C(=O)C3CC=C(Cl)CC3C2=O)cc1 (stereo not given) | 3 | -0.1 | 3.7 | 9
CCCN1CCN(C(=O)C(=O)Nc2ccc3nc4n(c(=O)c3c2)CCCCC4)CC1 | 9 | -0.1 | -0.2 | 6
COc1cccc(-c2cc(C(F)(F)F)nc(-n3cc([N+](=O)[O-])c(C(N)=O)n3)n2)c1 | -1 | 0.7 | -0.4 | 17
O=C(COC(=O)c1ccc2c(c1Cl)C(=O)c1ccccc1C2=O)NCc1ccccc1 | 3 | 0.0 | -1.2 | 14
O=C(CN1C(=O)CCc2ccccc21)NCc1cccs1 | -8 | 0.0 | 0.1 | 1
CCOc1cccc(CN2CCC(n3nccc3NC(=O)C(C)(C)C)CC2)c1 | 6 | 0.1 | 1.6 | 13
CCCCOc1ccc(Cl)cc1CSc1nncn1N | 2 | -0.1 | 0.2 | -6
O=C(Cc1ccc(Cl)cc1)Nc1cc([N+](=O)[O-])ccc1F | -3 | -0.3 | -0.5 | 2
COc1cc(NC(=O)CC(C)(C)C)ccc1N1CCCC1=O | 5 | 0.6 | -0.4 | 23
COCCCNC(c1ccccc1)c1ccncc1 (stereo not given) | 3 | 0.0 | -0.7 | 18
CC(C)CNC(=O)Cc1csc(SCC(=O)c2ccccc2)n1 | -6 | 0.0 | 0.6 | 2
COc1ccc2[nH]cc(NC(=O)NCc3ccco3)c(=O)c2n1 | -9 | 0.1 | 0.5 | -10
Cn1c(SCC(=O)Nc2ccc(NC(=O)c3ccccc3)cc2)nnc1-c1ccncc1 | -17 | 0.5 | -0.7 | -2
O=C(NC1CCCC1)c1cc(-c2ccccn2)nc2ccccc12 | 7 | 0.0 | 0.2 | -5
COc1ccc(C(=O)ON2C(=O)c3cccc4cc([N+](=O)[O-])cc(c34)C2=O)cc1 | 2 | 0.0 | 1.0 | 1
O=C(CSc1nnc2ccccn12)c1ccc(-c2ccccc2)cc1 | -17 | -0.1 | -1.5 | -8
C=CSC1=C(C#N)C(c2cccc3ccccc23)CC(=O)N1 (stereo not given) | 6 | -0.1 | 0.1 | 6
O=C(NCCc1ccccc1)C(=S)NCc1ccccc1 | -7 | 0.1 | -0.1 | -22
Cc1cc(Br)ccc1Nc1nc(-c2ccccc2F)nc2ccccc12 | 20 | 0.0 | 4.6 | -5
